# From PubChem BioAssay
# ZTA DNA inh = ZTA (EBV) inhibition in EBNA-1 counter-screen; P03206; ZTA-DNA binding, fluorescence polarization; inhibition, % at 11 µM; 320,000 compounds, 0.15% hits; in the data active = inhibition above about 33%
# Target sequence (P03206 whole entry, looked up): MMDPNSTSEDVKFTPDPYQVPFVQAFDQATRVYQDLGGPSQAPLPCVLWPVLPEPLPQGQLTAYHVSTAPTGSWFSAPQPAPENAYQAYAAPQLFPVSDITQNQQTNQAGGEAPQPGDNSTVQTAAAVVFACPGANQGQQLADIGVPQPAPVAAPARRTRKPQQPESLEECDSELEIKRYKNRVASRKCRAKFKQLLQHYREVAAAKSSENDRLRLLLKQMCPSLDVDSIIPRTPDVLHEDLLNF
# EBNA-1 inh = blocks EBNA-1 binding to DNA. EBNA-1 DNA binding, fluorescence polarization. inhibition, % at 14.8 µM. 300,000 compounds, 0.34% hits. AID 1950; in the data active = inhibition above about 28%
# PAFAH2 FP inh = inhibitors of human PAFAH2; recombinant PAFAH2, FP-rhodamine activity probe, fluorescence polarization; inhibition, % at 3.39 µM; 340,000 compounds, 0.99% hits; AID 492956;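 active = inhibition above the mean over all tested compounds plus 3 SD, cut at about 30% in these data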;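 note: inhibitors block probe labeling of enzyme so polarization drops; 0% = enzyme with DMSO and 100% = wells lacking PAFAH2 protein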
# PAFAH1B3 inh = inhibitors of human PAFAH1B3; recombinant PAFAH1B3, FP-rhodamine probe, fluorescence polarization; inhibition, % at 3.39 µM; 340,000 compounds, 0.28% hits;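 active = inhibition above the screen-wide average of all tested compounds plus 3 SD, cut at about 25% in these data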;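 note: 0% = enzyme with DMSO only and 100% = wells lacking PAFAH1B3 protein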
# Target sequence (Q15102 whole entry, looked up): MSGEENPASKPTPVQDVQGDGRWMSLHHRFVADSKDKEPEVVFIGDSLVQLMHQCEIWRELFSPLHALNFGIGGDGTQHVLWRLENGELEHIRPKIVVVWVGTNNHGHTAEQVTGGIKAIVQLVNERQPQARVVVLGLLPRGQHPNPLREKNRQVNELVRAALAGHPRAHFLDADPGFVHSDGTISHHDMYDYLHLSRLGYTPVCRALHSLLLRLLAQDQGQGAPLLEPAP
# LYPLA1 counter = blocks human lysophospholipase 1, a PME1 counter-screen. recombinant LYPLA1, FP-Rh probe fluorescence polarization. inhibition, % at 5.9 µM. 320,000 compounds, 0.16% hits;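 active = inhibition above the mean of all tested compounds plus 3 SD, set per campaign, cut at about 14% in these data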;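 note: inhibitors block serine hydrolase probe labeling of LYPLA1 so polarization falls; 0% = enzyme with DMSO and 100% = wells lacking LYPLA1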
# Target sequence (O75608 whole entry, looked up): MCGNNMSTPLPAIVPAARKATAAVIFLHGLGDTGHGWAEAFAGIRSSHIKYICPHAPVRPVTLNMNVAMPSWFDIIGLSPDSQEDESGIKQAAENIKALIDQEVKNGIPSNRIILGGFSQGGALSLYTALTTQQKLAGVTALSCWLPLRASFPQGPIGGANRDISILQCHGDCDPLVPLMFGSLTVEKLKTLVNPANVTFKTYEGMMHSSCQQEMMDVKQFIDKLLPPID
# PAD4 inh = inhibitors of human PAD4 | inhibition, % at 6.36 µM | recombinant PAD4, RCA probe fluorescence polarization | 330,000 compounds, 0.41% hits | Q9UM07;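 active = percent inhibition above a cutoff equal to the mean of all tested compounds plus 3 SD, cut at about 15% in these data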;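 note: 0% = PAD4 with RCA probe and DMSO and 100% = probe without PAD4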
# PREPL inhibitor = inhibits the human prolyl oligopeptidase-like enzyme; Q4J6C6; recombinant PREPL, fluorescence polarization activity-based probe; inhibition, % at 5.96 µM; 320,000 compounds, 0.68% hits; AID 2751; in the data active = inhibition above about 43%;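 note: 0% = enzyme with DMSO and 100% = wells lacking enzyme; many of its hits are not listed in these tables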
# LYPLA2 counter = LYPLA2 (human) inhibition in PME1 counter-screen; O95372; recombinant LYPLA2, FP-Rh probe fluorescence polarization; inhibition, % at 5.9 µM; 320,000 compounds, 0.38% hits; AID 2177;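 active = inhibition above the screen-wide mean plus 3 SD, limit set per campaign, cut at about 26% in these data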;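 note: 0% = LYPLA2 with DMSO and 100% = wells lacking LYPLA2 enzyme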
# GSTO1 counter = counter-screen for RBBP9 inhibitors: inhibitors of human GSTO1 | recombinant GSTO1, activity-based probe fluorescence polarization | inhibition, % at 5.96 µM | 300,000 compounds, 1.1% hits | AID 1974;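 active = inhibition above the campaign mean inhibition plus 3 SD, cut at about 35% in these data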;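 note: 0% = GSTO1-1 with DMSO and 100% = wells lacking GSTO1-1 enzyme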
# Target sequence (P78417 whole entry, looked up): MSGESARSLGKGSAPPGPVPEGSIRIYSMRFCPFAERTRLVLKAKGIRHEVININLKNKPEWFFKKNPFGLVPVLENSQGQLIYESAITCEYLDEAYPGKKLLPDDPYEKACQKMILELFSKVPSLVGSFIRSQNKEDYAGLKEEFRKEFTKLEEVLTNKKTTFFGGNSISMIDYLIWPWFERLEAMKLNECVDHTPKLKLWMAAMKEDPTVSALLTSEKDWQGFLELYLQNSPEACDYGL
# Active calls of the source: *; . = no result given. This is a subset (hit frequency here may not be typical).
# The opening 4 compounds (preview)
SMILES,ZTA DNA inh,EBNA-1 inh,PAFAH2 FP inh,PAFAH1B3 inh,LYPLA1 counter,PAD4 inh,PREPL inhibitor,LYPLA2 counter,GSTO1 counter
CC(=O)c1c(N2CCN(Cc3ccccc3)CC2)nc(=S)n(Cc2ccccc2)c1C,3.4,1.6,-0.3,-3.3,-0.1,-2.2,30.2,1.2,4.7
COc1ccc(C)cc1S(=O)(=O)N1CCN(C(=O)c2ncoc2-c2ccccc2F)CC1,-6.3,-2.6,-2.5,3.6,0.9,2.2,25.1,3.2,0.6
CCn1c2ccccc2c2nnc(NN)nc21,-10.3,1.8,-19.6,-3.1,-6.2,-15.3,24.8,-5.0,0.8
COC(=O)c1cc(Cc2ccc(N)c(C(=O)OC)c2)ccc1N,9.4,7.5,6.0,6.3,-0.6,1.6,8.5,7.8,2.8

# All compounds of this part, repeating the preview:
SMILES,ZTA DNA inh,EBNA-1 inh,PAFAH2 FP inh,PAFAH1B3 inh,LYPLA1 counter,PAD4 inh,PREPL inhibitor,LYPLA2 counter,GSTO1 counter
CC(=O)c1c(N2CCN(Cc3ccccc3)CC2)nc(=S)n(Cc2ccccc2)c1C,3.4,1.6,-0.3,-3.3,-0.1,-2.2,30.2,1.2,4.7
COc1ccc(C)cc1S(=O)(=O)N1CCN(C(=O)c2ncoc2-c2ccccc2F)CC1,-6.3,-2.6,-2.5,3.6,0.9,2.2,25.1,3.2,0.6
CCn1c2ccccc2c2nnc(NN)nc21,-10.3,1.8,-19.6,-3.1,-6.2,-15.3,24.8,-5.0,0.8
COC(=O)c1cc(Cc2ccc(N)c(C(=O)OC)c2)ccc1N,9.4,7.5,6.0,6.3,-0.6,1.6,8.5,7.8,2.8
N/C(=N\N=C\c1ccc(Br)o1)c1nonc1N,9.1,-7.0,4.6,-1.8,-2.6,2.8,-14.3,-0.7,-5.4
CC1=C(c2ccc(C(C)C)cc2)S(=O)(=O)N=C1N1CCN(C(=O)c2ccco2)CC1,-11.4,8.7,8.0,7.9,1.6,3.1,2.0,-2.5,6.0
O=C(O)/C=C/C(=O)NCC1CCC(CNC(=O)/C=C/C(=O)O)CC1 (configuration not stated),-17.9,-6.0,.,.,-3.2,1.3,11.3,0.2,-3.8
O=C(c1ccc([N+](=O)[O-])cc1)n1nc(-c2ccccc2)nc1NCc1ccc(F)cc1,5.8,2.5,1.3,4.1,-4.0,1.4,2.8,-2.5,7.6
CN1C(=O)N(C)C(NC(=O)Nc2ccccc2)C1NC(=O)Nc1ccccc1 (configuration not stated),-7.7,-7.2,6.6,-1.7,2.9,0.4,0.0,-3.7,-2.3
CC1Cc2ccccc2N1C(=S)NC(=O)C1(C)CC1(Cl)Cl (configuration not stated),10.8,3.2,4.7,3.3,0.2,-3.7,4.6,3.9,-0.7
CCN(CC)CC(=O)Nc1cccc2c1C(=O)c1ccccc1C2=O,-14.5,-2.1,1.6,8.5,-6.1,-0.4,4.3,-1.9,1.5
O=C(NCC1CCCO1)C1CCN(C2CCN(CCCC3CCCC3)CC2)CC1 (configuration not stated),-8.5,-9.8,-9.1,-5.1,-2.9,0.7,9.4,0.3,1.9
COc1ccccc1CNC(=O)CNC(=O)[C@@H]1Cc2ccccc2CN1,16.1,3.8,0.1,11.3,-1.2,-2.0,-6.3,-9.5,5.3
COc1ccc(C(=O)Nc2ccccn2)cc1,11.9,2.3,-3.5,1.0,5.0,3.7,-1.3,6.0,1.2
COc1ccc(C2C3=C(CCCC3=O)Nc3n[nH]c(C)c32)cc1OC (configuration not stated),12.8,2.1,5.4,0.9,0.9,-0.9,5.7,3.2,2.1
CSCCC(NC(=O)c1ccccc1)C(=O)N/N=C(\C)c1ccccc1 (configuration not stated),4.9,1.9,-1.6,-9.6,-3.1,1.9,1.7,4.5,2.6
CC(C)(C)OC(=O)N1CCCC1C(=O)NCCc1ccccc1 (configuration not stated),4.0,9.7,5.9,-1.6,-0.3,-4.3,0.5,5.8,5.9
CC(C)C(NC(=O)c1ccc(Br)cc1)C(=O)NC1=NCCS1 (configuration not stated),4.3,1.5,0.1,-9.2,-4.6,1.5,3.2,-4.0,-4.6
O=C(O)c1cc(NCc2ccc(F)cc2)ccc1N1CCOCC1,-8.7,-5.6,-5.1,-1.2,2.3,-1.1,7.8,4.3,-2.2
Clc1cc(Cl)cc(Nc2ncn[nH]2)c1,7.7,10.6,-3.6,-1.7,2.4,1.5,-3.4,1.7,5.0
O=C1c2ccsc2SCCN1Cc1ccc(F)cc1,-12.4,0.6,-2.9,3.2,3.4,-1.6,4.4,7.1,-0.1
CN1CCN(C(=O)C2=C[C@@H](c3csc4ccccc34)C[C@@H](OCCCCO)O2)CC1,9.3,1.3,0.4,-1.8,4.6,-2.1,37.3,6.4,6.3
CSc1cccc(NCc2ccc([N+](=O)[O-])cc2)c1,-5.0,-12.3,7.0,5.7,0.3,-2.0,15.3,-0.8,3.6
Cc1ccc(S(=O)(=O)N2CCOCC2)cc1C(=O)OCC(=O)N1CCCC1=O,.,.,5.8,15.0,.,0.3,11.3,.,.
COC(=O)c1cc(COC(=O)c2cccnc2SC)oc1C,-1.9,-4.0,7.9,-5.8,-0.7,1.9,-0.1,4.2,13.2
CCN(CC(=O)Nc1ccc(OC)cc1)C(=O)CSCc1c(C)noc1C,-2.1,.,5.2,4.0,-2.3,-0.4,5.8,-0.8,.
COc1cc(-c2nn3c(-c4cccnc4)nnc3s2)cc(OC)c1OC,12.0,9.9,-6.1,6.3,2.5,2.8,21.6,-0.7,-1.2
Cc1nn(Cc2ccc(Cl)cc2Cl)c(Cl)c1/C=C/C(=O)OCC(=O)NCC(F)(F)F,-21.4,0.5,-3.4,2.4,0.9,-1.7,13.4,4.2,0.4
O=C(CN1C2=NCCCN2c2ccccc21)c1ccc2c(c1)OCO2,-14.4,-3.9,1.9,0.7,2.2,-0.4,7.8,8.4,-1.6
CCOc1ccc(N(CC(=O)NCc2ccccc2OC)S(C)(=O)=O)cc1,0.3,2.5,8.2,5.5,-1.4,-3.6,4.9,3.4,2.0
O=C(/C=C/c1ccco1)N1CCN(S(=O)(=O)c2ccc(F)c(F)c2F)CC1,13.3,-9.1,1.6,0.7,-1.6,-2.0,-5.2,-2.2,10.2
Cc1cc(NC(=O)CSc2nnc(C3CC3)n2N)no1,-17.6,-2.1,-5.5,-2.4,1.4,0.3,4.7,4.6,-2.7
Cc1nn(CC(=O)Nc2ccc3nc4n(c(=O)c3c2)CCCC4)c(C)c1[N+](=O)[O-],1.2,-6.4,8.9,4.2,3.9,-3.6,-1.1,4.0,0.8
COc1cc(CNC2CCCCCC2)cc(OC)c1O,-0.5,9.3,-3.6,5.4,-0.8,-0.5,-1.0,1.5,2.5
Cc1cc(C(=O)COC(=O)CCC(=O)c2ccc3c(c2)OCCO3)c(C)n1Cc1ccco1,-10.2,5.1,0.5,4.4,1.2,0.9,-15.6,-0.1,-3.7
Fc1ccccc1CCNc1c2c(nc3ncnn13)CCCC2,6.8,-4.5,0.8,9.0,0.6,4.4,19.2,6.3,3.6
COc1ccc(COC(=O)C2=C(C)NC(=O)NC2c2ccc(OC)cc2)cc1 (configuration not stated),-8.4,-3.2,-2.5,6.7,0.4,-4.1,6.0,1.1,-7.8
COc1cc(/C=C2/C(=N)N3C(=NC2=O)SN=C3S(=O)(=O)C(C)C)ccc1OC(=O)c1ccco1,17.2,7.4,4.9,6.5,-3.2,0.7,38.3,2.4,-1.0
COC(=O)c1ccccc1NC(=O)Cn1cnc2cc(C)c(C)cc21,-4.8,-8.8,4.7,14.1,-1.0,-5.8,20.3,-5.4,3.1
CC(C)c1ccc(C(=O)NNC(=O)c2n[nH]c(=O)c3ccccc23)cc1,7.2,.,8.6,5.0,-1.1,1.6,4.2,-0.6,.
COc1ccc(C(=O)COC(=O)c2ccc3ccccc3n2)cc1,7.2,7.9,1.1,5.0,1.1,-3.5,-14.2,6.3,5.3
COc1cc(C(=O)Oc2cc(N)n(S(=O)(=O)c3ccccc3)n2)cc(OC)c1OC,-5.9,-13.9,-1.0,7.4,0.2,4.5,-6.4,-1.4,17.0
CC(C)OC(=O)c1cn(-c2ccccc2)nc1-c1ccc2c(c1)OCCO2,-9.7,-2.8,-6.8,3.5,-1.3,-1.3,4.6,-8.8,5.5
COc1ccc(OC)c(N=c2oc3c(OC)cccc3cc2C(=O)NCc2ccco2)c1,15.0,5.4,-2.7,-5.8,0.1,1.7,0.3,-0.2,0.0
COc1ccc(C)cc1-n1c(SCC(=O)Nc2cc(C)on2)nc2ccccc2c1=O,-22.3,-0.5,-1.4,7.8,0.4,1.0,-2.7,-3.1,-2.1
Cc1nnn(C23CC4CC(CC(CC(=O)Nc5cccc(F)c5)(C4)C2)C3)n1,0.7,-8.6,-2.5,7.2,1.3,0.7,-8.6,-1.4,7.0
CC(C)c1ccc(/C=C/C(=O)N2CCCCCC2)cc1,4.9,-5.4,3.5,1.5,0.1,-0.4,1.1,-2.3,-0.8
CCCCNC(=O)c1c(CSc2ccccc2)noc1C(=O)NCc1ccccc1,-14.5,-1.2,8.6,3.6,-8.2,-2.7,2.6,-13.5,-1.3
COc1ccc(NC(=O)COC(=O)C2CCC(C(C)(C)C)CC2)c([N+](=O)[O-])c1 (configuration not stated),-4.1,3.9,6.3,10.9,-2.2,0.4,8.2,-5.9,0.5
CC1=Nc2ccccc2/C1=C/c1c(N)n2c(S(=O)(=O)C(C)C)nsc2nc1=O,0.0,3.5,2.7,4.6,-1.1,-10.6,0.5,0.7,5.8
O=C(CSc1nnnn1-c1ccc(O)cc1)c1ccc(F)cc1,-8.2,7.0,.,.,1.9,0.6,-5.5,1.9,8.1
Cc1cc(=O)c2ccccc2n1CC(=O)NCc1ccccc1,-16.4,-0.8,-1.1,5.6,-1.6,-3.1,0.5,-4.8,-4.7
O=C(c1ccc(C(F)(F)F)cc1)C1CCCN(C(=O)Cn2cnnn2)C1 (configuration not stated),3.8,-1.3,6.8,-1.1,1.1,-0.6,-3.1,4.0,-5.5
COc1ccc(-c2nn(-c3ccccc3)cc2C2CC(c3cccs3)=NN2C(=O)CCCC(=O)O)cc1 (configuration not stated),13.4,10.6,-13.1,5.8,0.2,-3.7,-1.2,-3.5,2.4
Nc1nonc1/C(=N/O)N1CCN(CCO)CC1,5.0,-5.0,1.9,0.3,2.0,-0.1,-4.3,-0.2,8.3
CC(=O)c1c(C)[nH]c(C(=O)CSc2nc3ccccc3c(=O)n2CCCO)c1C,7.4,-14.4,0.4,13.3,3.2,-3.4,1.1,-3.4,5.3
CC(=O)Nc1ccc(NC(=O)c2ccccc2F)cc1,6.1,8.9,13.2,2.0,-4.5,1.7,3.1,1.2,-8.1
Cc1c(CCC(=O)O)c(=O)oc2c(C)c(OCc3cc4c(cc3Cl)OCO4)ccc12,-3.8,-6.6,5.4,6.6,-4.6,-0.7,-7.4,0.5,-9.1
CCC(OC(=O)CC1Sc2ccccc2NC1=O)C(=O)NCC1CCCO1 (configuration not stated),8.9,17.9,9.0,3.1,-1.4,-2.3,6.5,-4.7,-2.1
COc1ccccc1N1C(=O)CC(Sc2nc(C)cc(C)n2)C1=O (configuration not stated),-6.6,-2.7,6.5,9.4,-0.5,0.7,-4.2,-1.1,1.4
COc1cccc(NC(=O)[C@H](C)NC(=O)N2CCn3c2nc2ccccc23)c1,19.7,9.8,4.2,-0.8,-0.6,-0.3,3.2,-3.0,-0.6
O=C(Nc1ccc(CCC(=O)N2CCCC2)cc1)c1ncn[nH]1,23.2,14.8,5.7,3.8,-1.6,0.1,-2.9,2.2,-2.7
C/C(=N/NS(=O)(=O)c1ccc(C)cc1)c1cccc(NC(=O)c2cccc(Cl)c2)c1,10.3,4.3,0.7,1.5,-20.0,-4.5,-1.6,-31.4,-27.3
